Compound activity (PubChem)
LNCaP diff act – activators of LNCaP prostate cell differentiation; flow cytometry side scatter, 4 d; side scatter shift, % at 10 µM; 0.56% of 24,000 active; AID 795;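 active = side scatter shift above 30%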;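 note: androgen-responsive LNCaP prostate cancer cells in charcoal-stripped serum medium; percent of cells past a gate set so DMSO wells show 10% shift; higher shift means more granular cells and more differentiation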
VLA-4 agonist – allosterically activates the human VLA-4 integrin; 24,000 tested, under 10 active; Jurkat cells, LDV-FITC binding, flow cytometry; activation, % at 10 µM (by protocol);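 active = fluorescent ligand binding to cells raised by more than 40% of the manganese-induced maximum; inconclusive = compound's own fluorescence above 85% of the ligand control signal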;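 note: 0% = ligand binding without compound and 100% = manganese-stimulated maximal binding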
Target sequence (P13612 whole entry, looked up): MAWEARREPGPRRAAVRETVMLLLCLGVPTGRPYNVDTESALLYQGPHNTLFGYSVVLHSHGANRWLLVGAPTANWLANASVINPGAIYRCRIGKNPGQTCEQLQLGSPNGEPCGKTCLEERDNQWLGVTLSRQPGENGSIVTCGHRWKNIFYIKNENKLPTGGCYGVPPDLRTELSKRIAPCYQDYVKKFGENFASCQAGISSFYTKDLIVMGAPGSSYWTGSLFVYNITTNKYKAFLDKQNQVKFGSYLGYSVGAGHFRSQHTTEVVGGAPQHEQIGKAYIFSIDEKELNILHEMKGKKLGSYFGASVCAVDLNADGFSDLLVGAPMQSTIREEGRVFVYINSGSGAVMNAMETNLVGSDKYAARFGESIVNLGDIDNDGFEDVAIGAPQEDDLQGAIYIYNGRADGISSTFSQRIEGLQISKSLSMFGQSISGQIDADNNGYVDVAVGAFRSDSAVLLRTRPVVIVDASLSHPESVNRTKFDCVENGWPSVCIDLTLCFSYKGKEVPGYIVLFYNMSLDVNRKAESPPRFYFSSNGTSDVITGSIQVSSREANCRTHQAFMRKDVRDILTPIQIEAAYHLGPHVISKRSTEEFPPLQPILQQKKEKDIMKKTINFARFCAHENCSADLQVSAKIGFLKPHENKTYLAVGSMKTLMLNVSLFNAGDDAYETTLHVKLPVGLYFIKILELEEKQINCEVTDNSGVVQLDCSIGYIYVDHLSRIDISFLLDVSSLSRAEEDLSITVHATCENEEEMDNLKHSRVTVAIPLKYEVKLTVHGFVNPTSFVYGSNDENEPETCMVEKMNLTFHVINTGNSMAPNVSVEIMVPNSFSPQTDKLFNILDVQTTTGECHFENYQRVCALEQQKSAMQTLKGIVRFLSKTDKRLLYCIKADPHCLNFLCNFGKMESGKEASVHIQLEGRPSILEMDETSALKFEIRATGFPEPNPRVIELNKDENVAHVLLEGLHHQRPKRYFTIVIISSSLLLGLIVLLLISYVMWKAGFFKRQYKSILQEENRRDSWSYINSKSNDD
VLA-4 antagonist – blocks LDV-FITC ligand binding to Mn2+-activated human VLA-4 integrin; P13612; Jurkat cells, LDV-FITC binding with Mn2+, flow cytometry; 100% = Mn2+-driven binding gain fully reversed; inhibition, % at 10 µM (by protocol); 0.2% of 24,000 active;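 active = inhibition above 50%; inconclusive = compound itself fluorescent, judged against control cell fluorescence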;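 note: 0% = Mn2+ stimulated cells lacking compound and 100% = ligand binding without Mn2+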
Jurkat autofluor – autofluorescence counter-screen for VLA-4 integrin assays. fluorescence ratio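 (tested at 10 µM compound in the well)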. 0.61% of 24,000 active. Jurkat cells, compound autofluorescence, flow cytometry; active compounds read high; 1 = vehicle-only cell background;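 active = fluorescence ratio above 2.44, which is 1 plus 3 SD of all ratios; inconclusive = signal too bright to measure linearly, ratio around 10 or more; inactive = fluorescence ratio below 2.44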;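 note: green fluorescence of cells measured with 488 nm excitation and 530 nm emission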
The depositor's hits bear a star; ? = inconclusive. Some of the compounds tested; count on the stated rates, not on these rows.

mol	LNCaP diff act	VLA-4 agonist	VLA-4 antagonist	Jurkat autofluor
CCOc1cccc(C(=O)N2CCCCC2c2cccnc2)c1 (centres undefined)	20	-4	4	1.1
Cc1ccc2c(c1C)NC(C)CC2C (centres undefined)	8	?	?	1.1
Cc1oc2cc(O)ccc2c(=O)c1-c1cnn(-c2ccccc2)c1	13	-7	-26	1
O=C(CSc1nc2[nH]ncc2c(=O)n1-c1ccccc1Br)NCc1ccco1	7	4	-10	1
CCOc1ccc(NS(=O)(=O)c2ccc3[nH]cc(C(=O)NCCOC)c(=O)c3c2)cc1	10	-1	-18	1.1
COc1ccc(NC(=O)Nc2ccc(N3CCCC3=O)cc2)cc1OC	9	-10	7	1
Cc1noc(C)c1S(=O)(=O)N1CCCC(C(=O)Nc2ccc(Cl)cn2)C1 (centres undefined)	7	-2	1	1.1
Cc1cccc(N2C(=O)CC(N(C(=O)c3ccco3)c3cccc(C)c3)C2=O)c1 (centres undefined)	11	-5	13	0.99
Cc1c(C)c2ccc(OC3CCCCC3=O)cc2oc1=O (centres undefined)	8	2	-20	1
Cn1c(C(=O)NCCC2=CCCCC2)cc2c(=O)n3ccccc3nc21	23	3	-18	1
O=[n+]1c2c(n([O-])c3cc(F)ccc31)CCCC2	16	8	-15	0.93
CC1(C)CC(NC(=O)C(F)(F)F)CC(C)(C)N1OC(=O)c1ccco1	3	-1	-11	1.1
CO[C@H]1C[C@@H]2CC[C@@H](C)[C@@](O)(O2)C(=O)C(=O)N2CCCC[C@H]2C(=O)O[C@H]([C@H](C)C[C@@H]2CC[C@@H](O)[C@H](OC)C2)CC(=O)[C@H](C)C=C(C)[C@@H](O)[C@@H](OC)C(=O)[C@H](C)C[C@H](C)C=CC=CC=C1C	20	-5	-12	1.1
Cn1c(=O)cc(SCC(=O)N2CCN(Cc3ccc4c(c3)OCO4)CC2)c2ccccc21	5	-5	4	1
Cc1ccc2c(c1)N(CCCC(=O)NCC1COc3ccccc3O1)C(=O)CO2 (centres undefined)	7	-4	0	0.98
CCOC(=O)C1CCCN(C/C(O)=C(\C#N)c2nc(-c3ccc(Cl)cc3)cs2)C1 (centres undefined)	17	-10	33	1.1
COc1ccc(OC)c(S(=O)(=O)N2CCN(C34CC5CC(CC(C5)C3)C4)CC2)c1	13	10	-5	1
CCCc1cc(C(=O)NCC(C)C)no1	12	1	-4	0.99
O=C1CCC(Cc2ccccc2)N1 (centres undefined)	15	13	17	0.93
COc1ccc(N2CCN(CCNC(=O)CCCn3c(=O)[nH]c4cc(Cl)ccc4c3=O)CC2)cc1	20	-12	-7	1.1
CCCC1(C(=O)O)NC(c2ccccc2O)C2C(=O)N(c3cccc(Cl)c3)C(=O)C21 (centres undefined)	8	0	-12	0.99
COc1ccc(C(NC(C)=O)c2ccc3cccnc3c2O)c(OC)c1 (centres undefined)	9	-7	-5	1
O=C(NCCN1CCN(Cc2ccccc2)CC1)C1c2ccccc2C(=O)N2CCc3ccccc3C12 (centres undefined)	2	1	4	0.99
COCCN(C(=O)CNC(=O)c1ccco1)C(C(=O)NC1CCCCC1)c1cccc(OC)c1 (centres undefined)	9	-6	-28	1.1
CC1(C)CC(=O)C=C(NCc2ccncc2)C1	6	4	-15	0.96
CCOC(=O)CC(=O)CSc1nc2c(sc(=S)n2-c2ccccc2)c(=O)[nH]1	10	0	-5	1.1
CCOC(=O)c1cc2ccc(OC)c(OC)c2c(=O)s1	9	0	-16	1.1
O=C(COc1ccc(Cl)cc1)NCc1nnc(SCC(=O)c2ccccc2)o1	9	-6	20	0.99
O=C(Nc1ccc2c(c1)OCO2)C1CCCN1C(=O)Nc1ccccc1F (centres undefined)	11	2	-1	0.98
Cc1ccc(CS(=O)(=O)CCC(=O)NCCN2CCCC2)cc1	11	-3	5	1
COC(=O)c1cc2occc2n1CC(=O)N(C)C1CCCCC1	3	?	?	1.2
CCCOC(=O)/C(C(N)=NCc1ccccc1)=C(\O)OCCC	6	-34	31	1.3
CCCN(CC1CC1)C(=O)Nc1ccccc1C	5	2	-12	1
CCOCCCNC(=O)Cc1c(C(=O)O)[nH]c2ccc(Cl)cc12	6	4	-16	1.1
O=C(Cn1cc2c(n1)CCCC2)Nc1ccccc1Br	8	1	-4	1
O=C(C1CCCN(S(=O)(=O)c2cccc3cccnc23)C1)N1CCN(c2ccccc2F)CC1 (centres undefined)	12	-4	-7	1.1
O=C(NCc1ccc2c(c1)OCO2)Oc1ccccc1	10	-1	1	1
COC(=O)c1ccc(Oc2nc(NC(C)C)nc(N(C)C)n2)cc1	5	2	-14	0.9
COc1ccc(C(=O)N(CCN2CCOCC2)CC(=O)NC2CCCC2)cc1OC	7	6	-16	1.1
Cc1cccc(NC(=O)CC2NC3CCCCC3NC2=O)c1 (centres undefined)	1	-3	2	0.99
Cc1c(C(=O)NCc2ccc3c(c2)OCO3)oc2ccc(S(=O)(=O)N3CCCCCC3)cc12	2	-4	27	1.1
CCN(CC)C(=O)COC(=O)c1ccc(O)cc1	8	11	-16	1.1
CCCc1cc(N2CCCC2)n2nc(C)c(-c3ccccc3)c2n1	10	-4	0	0.95
CCOC(=O)N1CCN(C(=O)CCN2C(=O)COc3ccccc32)CC1	9	4	-20	1
O=C(NCC1CCCO1)C1CCN(S(=O)(=O)c2cccc3cccnc23)CC1 (centres undefined)	9	3	-5	0.99
O=C(O)c1n[nH]c2ccccc12	5	-1	-4	0.99
COc1cccc(C2C=C(c3ccc(Br)s3)Nc3ncnn32)c1OC (centres undefined)	18	?	?	1.6
O=C(O)CCc1nn2c3ccccc3nc2n(CCN2CCCCC2)c1=O	10	-1	1	1
O=C(CCCn1c(=O)c2ccccc2n(Cc2ccccc2)c1=O)NCc1ccco1	8	-5	-14	0.97
Cn1c(=O)[nH]c(=O)c2c1nc(CN1CCN(c3cccc(Cl)c3)CC1)n2CCc1ccccc1	7	-8	1	1.1

The closing 2 compounds of the part before are carried over, then new ones follow:
mol	LNCaP diff act	VLA-4 agonist	VLA-4 antagonist	Jurkat autofluor
O=C(CCCn1c(=O)c2ccccc2n(Cc2ccccc2)c1=O)NCc1ccco1	8	-5	-14	0.97
Cn1c(=O)[nH]c(=O)c2c1nc(CN1CCN(c3cccc(Cl)c3)CC1)n2CCc1ccccc1	7	-8	1	1.1
CCOC(=O)N1CCN(C(=O)Cn2ccc3ccccc3c2=O)CC1	9	0	-6	1
CSc1cccc(NC(=O)C2CCN(S(=O)(=O)c3ccc(F)cc3)CC2)c1	7	-9	-7	0.99
O=c1oc2c3c4c(cc2s1)CCCN4CCC3	4	?	?	1.3
CC(C)(C)Nc1nc(Oc2ccc(=O)n(-c3ccccc3)n2)nc(N2CCOCC2)n1	15	-6	-24	1
COC(=O)C1(S(=O)(=O)c2cccc3nsnc23)CC1	14	-2	-2	1.2
CCOc1ccc2nc(NC(=O)CSc3nc4ccccc4c(=O)n3Cc3ccco3)sc2c1	7	4	-16	0.94
CCCCCC(=O)N1CCN(c2ccc(C(C)=O)cc2F)CC1	3	3	10	1.1
O=C(NCCc1c[nH]c2ccccc12)c1cnc2n(c1=O)CCS2	2	0	-8	1.1
O=S(=O)(c1ccc(N2CCN(c3ccc(F)cc3)CC2)cc1)N1CCCC1	4	-1	-14	0.98
O=C(Cc1cccs1)NCc1ccc(F)cc1	10	2	-23	1.1
COC(=O)CCC(=O)N1CCc2cc(S(=O)(=O)N3CCN(c4ccccc4Cl)CC3)ccc21	10	?	?	1.3
Cc1ccc(-c2nc(CS(=O)(=O)CC(=O)N3CCc4ccccc4C3)c(C)o2)cc1	12	-11	15	1.1
c1ccc(N2CCN(Cc3cn4cccnc4n3)CC2)cc1	4	5	-11	0.87
COc1ccc(S(=O)(=O)N2CCN(c3ccc4nnc(-c5ccc(F)cc5)n4n3)CC2)cc1	5	2	2	1.1
COc1ccc(NC(=O)CN2CCN(c3ccccc3F)CC2)cc1	7	4	-5	1.1
Cc1sc(NC(=O)CSc2nc(N)n(CC(=O)c3ccccc3)n2)c(C#N)c1C	17	1	-8	1.1
O=C(Nc1ccc(F)cc1)C1CCCN(S(=O)(=O)c2cccc3cccnc23)C1 (centres undefined)	6	-7	13	1.1
CN1CCN(C(=O)C2(NC(=O)Nc3cccc(F)c3)CCCCC2)CC1	6	-1	-8	1.1
COc1ccc(C(=O)NCCn2cc(SCC(=O)NCc3ccco3)c3ccccc32)cc1	6	-2	7	1
COc1ccc(CCN2CCC(Nc3nc4ccccc4n3Cc3ccc(F)cc3)CC2)cc1	66*	?	?	2.6*
COCCCn1c(=O)c2ccccc2c2ccccc2c1=O	10	2	-1	0.99
Cc1cc(NS(=O)(=O)c2ccccc2)no1	1	6	4	0.95
COc1ccc(-n2c(Cc3cccn3C)nnc2SCC(=O)NCCc2ccccc2)cc1	6	-1	0	1.1
CCOC(=O)N1CCN(C(=O)c2ccc3nc4ccc(Cl)cc4c(=O)n3c2)CC1	11	-12	7	1.1
COCCNC(=O)c1csc2c1CCCC2	4	-1	-14	1.1
CCOC(=O)Cn1ncc2c(=O)oc3ccccc3c21	12	-3	-4	1
CSc1nc(C)c(C(=O)Nc2ccccc2)c(C)c1C#N	15	-1	-7	1.1
Cc1nn(C)c(C)c1S(=O)(=O)N1CCCC(C(=O)NC2CCCCC2)C1 (centres undefined)	4	3	-13	1
COc1ccc(CC(=O)N2CCNC2=O)cc1	5	5	4	1
COc1cc(C(c2sc3nc(C)nn3c2O)N2CCC3(CC2)OCCO3)cc(OC)c1OC (centres undefined)	3	?	?	1.1
COC(=O)c1ccc(C2C(C(C)=O)=C(O)C(=O)N2CCO)cc1 (centres undefined)	11	3	-4	0.96
Cc1ccc(N2CCN(C(=O)c3ccccc3F)CC2)c(C)c1	4	1	3	0.99
CCc1c(C(=O)NCc2ccc3c(c2)OCO3)[nH]c(C)c1C(C)=O	7	-3	10	0.99
CCOC(=O)c1[nH]c(C)c(C(=O)Nc2ccccc2C)c1C	15	10	-10	1.1
COc1ccc(N2CCN(CCNC(=O)c3ccc(NC(=O)C4CCCO4)cc3)CC2)cc1 (centres undefined)	9	1	-3	0.94
Cc1ccc(NC(=O)c2oc3ccccc3c2NC(=O)c2ccc3c(c2)OCO3)cc1	7	-4	11	1.1
COc1ccc(N2Cc3cccc(C(=O)NC(C)CCc4ccco4)c3C2=O)cc1 (centres undefined)	16	-7	2	1
O=C(CCNS(=O)(=O)c1cccs1)Nc1nccs1	4	-1	1	1
COc1cccc(C2CC(=O)Nc3cc4c(cc32)OCCO4)c1OC(C)C (centres undefined)	3	-4	1	1
CCCSc1nc(C)c(-c2csc(C(C#N)=C3CCCC3)n2)cc1C#N	10	-1	12	1.1
COc1ccccc1N1CCN(C(=O)c2oc3cc(C)c(C)cc3c2C)CC1	7	8	-26	0.99
Cc1ccnc(N2C(=O)c3ccccc3C2Nc2ccc3c(c2)OCCO3)c1 (centres undefined)	7	-5	5	1
CC(C(=O)NC(=O)NC1CCCCC1)N1CCN(c2ccccn2)CC1 (centres undefined)	10	4	-6	1
CCOC(=O)c1cc2oc(C)cc2n1CC(=O)OC1CCCCC1	9	-1	-8	1
Cc1ccc2nc(-c3ccccn3)cc(C(=O)N3CCN(c4ncccn4)CC3)c2c1	7	?	?	1.1

2 compounds from above, reduced to VLA-4 antagonist.
SMILES	VLA-4 antagonist
COc1ccccc1N1CCN(C(=O)c2oc3cc(C)c(C)cc3c2C)CC1	-26
Cc1ccnc(N2C(=O)c3ccccc3C2Nc2ccc3c(c2)OCCO3)c1 (centres undefined)	5
